Screening data as filed in PubChem.
RT RNaseH block = HIV-1 RT RNase H inhibitors, primary screen, biochemical, fluorescence. Gag-Pol polyprotein (Human immunodeficiency virus type 1 group M subtype B (isolate …. RT-RNase H RNA/DNA duplex cleavage. inhibition, % at 10 µM. 65,000 tested, 1.9% active. AID 565, 2006; in the data active = inhibition above about 50%
RmlC RmlD mix = RmlC and RmlD coupled enzyme inhibitors, primary screen, biochemical, 384-well, compound mixtures, retest; RmlC/RmlD coupled enzyme inhibition, 384-well mixture HTS; inhibition, % at 5.5 µM; 110,000 tested, 0.39% active; in the data active = inhibition above about 30%, passing the limit was not always enough; note: strong numbers were not always called active
The depositor's hits bear a star; / = not tested or not shown. The list is partial; count on the stated rates, not on these rows.

SMILES | RT RNaseH block | RmlC RmlD mix
Cc1cc(C)n(-c2nnc3n2N=C(c2ccccc2)CS3)n1 | -55 | -11
COC(=O)c1ccccc1NC(=O)Oc1ccc(C(C)C)cc1 | / | 6
O=c1cc(-c2ccco2)nc(-c2cccs2)o1 | -2 | 5
O=C(/C=C/Nc1ccccc1Br)c1ccccn1 | -18 | -3
Cc1cc(C)nc(-n2nc(C)cc2NC(=O)CN2CCC(C)CC2)n1 | -7 | 6
COc1cc(-c2noc(-c3cccs3)n2)cc(OC)c1OC | -12 | -14
Cc1ccc(CNC(=O)C2CCN(S(=O)(=O)N3CCOCC3)CC2)cc1 | -6 | 10
Cc1cnc(-c2nnc(N(C)C(=O)C3CCCO3)s2)cn1 (centres undefined) | -4 | -21
Cc1noc(C)c1COC(=O)c1cc2c3ccccc3n(C)c2s1 | -62 | 6
CCOC(=O)CNC(=O)c1cc(-c2ccc3c(c2)OCCO3)oc1C | 1 | -7

New compounds follow
SMILES | RT RNaseH block | RmlC RmlD mix
CN1C(=O)CC(Sc2ccccc2C(=O)O)C1=O (centres undefined) | / | 10
COc1ccc(-c2noc(CCC(=O)Nc3nc4ccccc4s3)n2)cc1 | 40 | -5
C/C(=N\NC(=O)c1cccc(F)c1)c1ccc(Br)s1 | / | -11
COC(=O)C1=C(C)N=C2SC(C)C(=O)N2C1/C=C/c1ccccc1 (centres undefined) | / | 10
COc1ccc(C2=NOC(C(=O)O)C2)cc1 (centres undefined) | / | 14
CCOc1cc(CNn2nnnc2N)cc(Cl)c1OCC(=O)NC(C)(C)C | / | 1
N#Cc1cc(Cl)c(N2CCOCC2)cc1C#N | -12 | -15
Cc1occc1-c1nnc(SCC(=O)N(C)CCC#N)n1N | / | 10
CSc1nsc(SCC(=O)NC2CCCCC2)n1 | -14 | 11
CC(=O)NCCOc1nc(N(C)C)nc(N(C)C)n1 | -10 | -11

Remaining list, next part:
SMILES | RT RNaseH block | RmlC RmlD mix
NC(=O)CCCC1=NS(=O)(=O)c2ccccc2N1 | -4 | 1
COc1ccc(N2CCN(C(CNC(=O)c3ccc4c(c3)OCO4)c3cccnc3)CC2)cc1 (centres undefined) | -17 | -10
COc1cccc(C2=NOC(C(=O)NC3CCCCC3)C2)c1 (centres undefined) | 5 | 8
COc1ncccc1-c1nnn(-c2ccc(Cl)c(Cl)c2)n1 | / | 3
COC(=O)C1=CN(C2CC2)C=C(C(=O)OC)C1c1ccc(C(=O)OC)cc1 | -1 | 11
CCOC(=O)CNC(=O)COc1ccc(Cl)cc1Br | -16 | 2
O=C1CC(SCCO)C(=O)N1c1ccc(Oc2ccccc2)cc1 (centres undefined) | 10 | -8
O=C(NCCCn1ccnc1)C(=O)NCC(c1cccnc1)N1CCN(c2ccc(F)cc2)CC1 (centres undefined) | / | -8
Cc1ccc(S(=O)(=O)N2CN3CCN(C3)C2)cc1 | -18 | 9
CCOC(=O)C1CCN(C(=O)COc2ccc(Cl)cc2C)CC1 | / | -6

Going on with the list.
SMILES | RT RNaseH block | RmlC RmlD mix
CC1CCN(CCCn2c(=S)[nH]c3ccccc3c2=O)CC1 | -4 | 6
Cc1cc(NC(=O)CSc2ncccn2)no1 | / | 8
COc1cc(C(O)CNC(C)C)cc(F)c1OC (centres undefined) | / | -10
CCSc1nc2c(c(-c3ccc(C)o3)c1C#N)CCCC2 | / | -6
CCOc1ccccc1CNC(=O)C1CCCN(c2nc3ccccc3o2)C1 (centres undefined) | -2 | -4
Clc1ccc(OCc2cc(-c3ccccc3)no2)cc1Cl | / | 34
CCn1c(=O)c(C(=O)NCCNCCO)c(O)c2ccccc21 | -4 | -43
Cc1ccc(S(=O)(=O)c2cc3c(=O)n4cccc(C)c4nc3n(CC3CCCO3)c2=N)cc1 (centres undefined) | -3 | /
Cc1cc(C)n(C(=O)CNC(=O)CCc2ccccc2)n1 | -6 | 5
Cc1ccc(C(=O)COC(=O)c2cccs2)cc1 | / | -12

Continuation:
SMILES | RT RNaseH block | RmlC RmlD mix
CC(=O)OCC(=O)[C@H]1CC[C@H]2[C@@H]3CC=C4C[C@@H](O)CC[C@]4(C)[C@H]3CC[C@]12C | -2 | -4
Cc1nc2ccccc2cc1O | 0 | 15
COc1ccc(N2CCN(C(=O)COc3ccc4ccccc4c3)CC2)cc1 | -5 | -8
CCOC(=O)c1ccc(NC(=O)CN2C(=O)CSC2=O)cc1 | 10 | -10
CC(C)NC(=O)c1c2c(nc3ccccc13)CCCC2 | / | 10
CC(CN1CCOCC1)OC(=O)c1ccc2c(c1)OCCO2 (centres undefined) | -7 | -16
C[n+]1cc[nH]c1SCC(=O)c1ccccc1 | / | 7
O=C(CN1CCN(Cc2ccccc2Cl)C1=O)NC1CCCCCC1 | -5 | -9
COc1ccc(N(C(=O)Cn2nnc3ccccc32)C2(C(=O)NC3CCCC3)CCCCC2)cc1 | / | -8
CC(C)(C)n1nnnc1C(c1cccnc1)N1CCN(c2cccc(C(F)(F)F)c2)CC1 (centres undefined) | / | -12

Structural class, those above with a cyano group (3)
SMILES | RT RNaseH block | RmlC RmlD mix
N#Cc1cc(Cl)c(N2CCOCC2)cc1C#N | -12 | -15
Cc1occc1-c1nnc(SCC(=O)N(C)CCC#N)n1N | / | 10
CCSc1nc2c(c(-c3ccc(C)o3)c1C#N)CCCC2 | / | -6

(more compounds)
SMILES | RT RNaseH block | RmlC RmlD mix
Cc1cc(C(=O)OCC(=O)Nc2cc(S(=O)(=O)N3CCOCC3)ccc2Cl)c(C)o1 | / | 5
Cc1ccc(C(=O)/C=C/Nc2ccc3c(c2)OCO3)cc1 | / | 10
CCc1ccc(OCc2nnc(NC(=O)c3cccs3)s2)cc1 | / | 5
COc1ccc(C(=O)N(CC2CCCO2)C(C(=O)NC2CCCC2)c2ccc(Cl)cc2)cc1OC (centres undefined) | / | -9
O=C1/C(=C\c2ccc3c(c2)OCO3)N2CCC1CC2 | / | -7
O=C(O)c1ccc(F)c(S(=O)(=O)Nc2ccccc2Cl)c1 | -8 | 8
O=C(Nc1nnc(C2CC2)s1)c1cc(S(=O)(=O)N2CCN(c3ccccc3)CC2)ccc1Cl | / | 10
O=C(NCCCN1CCOCC1)c1ccccc1-c1ccccc1 | 1 | 3
Cc1csc(C(C#N)C(=O)c2cc3ccccc3o2)n1 (centres undefined) | -10 | 14
O=C(OCc1nnc(-c2ccccc2)o1)c1cc(=O)c2ccccc2o1 | 4 | 18

Further results follow:
SMILES | RT RNaseH block | RmlC RmlD mix
COc1nnc(-c2ccc(N3CCOCC3)c(NC(=O)C3CCCCC3)c2)c2ccccc12 | / | -15
Cc1cc(C)n(C(=O)c2ccc(S(=O)(=O)N3CCCC3)cc2)n1 | -8 | -5
CCCn1c(SCCc2ccccc2)nc2c1c(=O)[nH]c(=O)n2C | 7 | 20
O=C(CNCCC1=CCCCC1)Nc1ccccc1N1CCCCC1 | -28 | 9
N#Cc1c(/N=C/c2cc3ccccc3s2)sc2c1CCC2 | / | 4
CCOc1ncccc1C(=O)OCC(=O)c1ccc(Cl)s1 | / | 9
Cc1onc(-c2ccccc2)c1C(=O)N/N=C(\N)COc1ccc(Cl)cc1 | / | -7
Cc1ccc(OCCN2C(=O)OC(C)(C)C2(C)O)cc1 (centres undefined) | -12 | 48
CCCNC(=O)c1noc2c1CCc1ccccc1-2 | -14 | 2
CCCCn1nc(-c2ccccc2)c2nc3ccccc3nc21 | / | 13

Next part:
SMILES | RT RNaseH block | RmlC RmlD mix
CC1CC(=O)NN=C1c1ccc(N(C)C)c([N+](=O)[O-])c1 (centres undefined) | / | 10
Cc1cc(N2C(=O)CC(Cc3ccccc3)C2=O)no1 (centres undefined) | -2 | /
Cc1ccc(OCC(O)Cn2c(=N)n(CCN3CCCCC3)c3ccccc32)cc1 (centres undefined) | 5 | -6
CCCOC(=O)CCCCC1SCC(NC(=O)OC)C1NC(=O)OC (centres undefined) | -5 | -5
CCOC(=O)C1=C(C)N=C2c3ccccc3C(=O)C2C1c1ccccc1 (centres undefined) | / | 11
COc1ccc(C(=O)NCc2ccc(-c3nc4ccccc4s3)cc2)cc1OC | / | 9
CSc1nc(Oc2cccc(C(F)(F)F)c2)cc(C(F)(F)F)n1 | / | 7
COCCCN1C(=O)C(=O)/C(=C(/O)c2ccc(OC)cc2)C1c1cccc(OC)c1 (centres undefined) | -1 | -3
Clc1ccccc1OCCn1ccnc1 | -2 | 6
Cc1cc(C)c(C#N)c(SCC(=O)N2CCCCC2)n1 | -46 | 7

(cont.)
SMILES | RT RNaseH block | RmlC RmlD mix
Nc1c(C(=O)c2ccc(Br)s2)oc2ccccc12 | 15 | -1
Cc1cc(NC(=O)CSc2ccc(-c3ccccc3)nn2)no1 | / | -7
COc1ccc(-c2nnc3sc(-c4ccc(Br)o4)nn23)cc1OC | -11 | /
S=c1[nH]nc(-c2ccccc2)n1/N=C/c1cccs1 | / | 11
COC(=O)COc1cc(C)cc2oc(=O)c3c(c12)CCCC3 | -26 | -10
COc1cccc(C2C3=C(CC(C)(C)CC3=O)Nc3cc4c(cc32)OCO4)c1 (centres undefined) | / | -34
CCCN(C(=O)c1ccco1)c1nnc(-c2ccncc2)s1 | / | 21
CCN1CCN(C(=O)c2sc3nc(C)nc(N4CCC(C)CC4)c3c2C)CC1 | -6 | 13
O=S1(=O)N=C(Nc2ccc(S(=O)(=O)N3CCCCC3)cc2)c2ccccc21 | -3 | -13
CCc1ccc2oc(-c3cc(N=Cc4cccc(OC)c4O)ccc3O)nc2c1 | 34 | -6

Exported as labelled records: entries from further up.
molecule: CCN1CCN(C(=O)c2sc3nc(C)nc(N4CCC(C)CC4)c3c2C)CC1
  RT RNaseH block: -6 | RmlC RmlD mix: 13
molecule: Nc1c(C(=O)c2ccc(Br)s2)oc2ccccc12
  RT RNaseH block: 15 | RmlC RmlD mix: -1

Record cards, from the list above.
Listed for Nc1c(C(=O)c2ccc(Br)s2)oc2ccccc12 = RT RNaseH block: 15; RmlC RmlD mix: -1
Listed for COc1cccc(C2C3=C(CC(C)(C)CC3=O)Nc3cc4c(cc32)OCO4)c1 (centres undefined) = RT RNaseH block: /; RmlC RmlD mix: -34
Listed for Cc1cc(NC(=O)CSc2ccc(-c3ccccc3)nn2)no1 = RT RNaseH block: /; RmlC RmlD mix: -7

Going on with the list:
SMILES | RT RNaseH block | RmlC RmlD mix
N#Cc1c(-c2ccco2)nc(NCC2CCCO2)[nH]c1=O (centres undefined) | 0 | 19
Cc1noc(/C=C/c2ccco2)c1S(=O)(=O)N1CCC(C(=O)N2c3ccccc3CC2C)CC1 (centres undefined) | 40 | /
Cc1nc2scc(-c3ccco3)c2c(=O)n1/N=C/N(C)C | -1 | 6
Cn1c(SCC(=O)Nc2ccccc2)nc(O)cc1=O | -4 | 9
Cc1cccn2c(=O)c3cc(C(=O)N4c5ccccc5CC4C)n(C)c3nc12 (centres undefined) | 31 | /
CCOC(=O)c1c(C)[nH]c2c1cc(O)c1ccccc12 | / | 13
CCn1c(COc2cccc(C)c2)nnc1SCC(=O)CC(=O)Nc1ccccc1OC | 0 | -3
NC(N)=NC(N)=NCCc1ccccc1 | -4 | 8
COc1cccc(C(C(=O)NC(C)(C)C)N(C(=O)CCC(=O)Nc2cc(C)on2)C2CC2)c1OC (centres undefined) | 1 | -3
Cc1ccccc1NS(=O)(=O)c1ccc(C2CNC(=O)C2)cc1 (centres undefined) | -16 | -7

Next part.
SMILES | RT RNaseH block | RmlC RmlD mix
COc1cccc(/C=N/NC(=O)c2nc(-c3ccccc3)cc(-c3ccccc3)n2)c1 | / | -5
COC(=O)c1ccc(C(=O)OC)c(NS(C)(=O)=O)c1 | -8 | -2
O=c1cc(N2CCN(c3ccccc3)CC2)[nH]c(=O)n1C1CCCCC1 | 28 | -7
COc1ccc(N(CC(=O)NCc2ccco2)S(=O)(=O)c2ccc(OC)c(OC)c2)cc1 | -12 | 10
Cc1cccc(NC(=O)CN2C(=O)COc3ccc(Cl)cc32)c1C | -13 | 7
Cc1ccc(NC(=O)C2CCN(S(=O)(=O)c3cccs3)CC2)cc1C | / | -11
COCCCNC(CC(=O)Nc1ccc(OC)cc1OC)C(=O)O (centres undefined) | -1 | 8
COc1ccc(C)cc1S(=O)(=O)Nc1cccnc1 | -9 | -15
COc1cc(OC)cc(-c2nnc(Sc3ccc(C=O)cc3[N+](=O)[O-])o2)c1 | / | 30
CCC(CO)NCc1ccc(OC2CCCC2)cc1 (centres undefined) | / | 14

The listing continues.
SMILES | RT RNaseH block | RmlC RmlD mix
O=C(c1ccc(CS(=O)(=O)c2ccc(Br)cc2)o1)N1CCN(C2CCCCC2)CC1 | 3 | /
Cc1ccc(CNC(=O)C2CCCCC2C(=O)O)cc1 (centres undefined) | -13 | -17
CCc1ccccc1NC(=O)CSc1nnc([C@@H](N)Cc2c[nH]c3ccccc23)o1 | -3 | -3
COc1ccc(CCC(C)Nc2cccc(F)c2)cc1 (centres undefined) | / | -25
O=C(O)c1cc(-c2ccccc2Cl)n[nH]1 | -2 | -34
Cc1ccc(S(=O)(=O)N2CCN(C(=O)CN3CCCC3)C2)cc1 | -5 | -9
COc1ccc(-n2c(NCCN(C)C)nc3sc4c(c3c2=O)CCCCC4)cc1 | / | 8
O=C(CSCc1cccc(Br)c1)N/N=C/c1ccc2c(c1)OCO2 | / | -12
OC1(c2ccc3ccccc3c2)CCN(Cc2ccccc2)C1 (centres undefined) | / | 3
Cc1cc2c(s1)NC(=O)CN=C2c1cccs1 | -40 | -8
O=C(CSc1nc2ccccc2c(=O)[nH]1)N1CCN(S(=O)(=O)c2ccccc2)CC1 | / | 10
COc1ccccc1CN1[C@@H](CC(=O)O)c2cc(F)ccc2S1(=O)=O | / | -13
